High-throughput results from PubChem BioAssay.
phage Ecoli inh: growth loss of phage-infected E. coli, primary screen, RecBCD inhibitor project, absorbance, with phage, HTS. inhibition, % at 11.9 µM. hit rate 0.26% among 360,000; in the data active = inhibition above about 11%
Arrestin-AP2 inh: inhibitors of beta-arrestin/AP2 binding, primary screen, biochemical, GPCR trafficking, flow cytometry. beta-arrestin 1 C-terminal peptide binding to AP2 beta2-adaptin appendage (human). FITC-arrestin peptide / GST-AP2 beads; AP2 beta2 appendage carries R879A mutation. inhibition, % at 10 µM. hit rate 0.31% among 340,000;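 active = inhibition above a set limit, near 3 SD of compounds lacking own fluorescence, cut at about 54% in these data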;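 also: plate controls were DMSO wells for no effect and 5 µM unlabelled arrestin peptide for full effect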
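System: GST-AP2 R879A glutathione beads; medium: PBS, Tween 20 0.05%, BSA 0.1%; reagent: fluorescein-tagged arrestin peptide at 50 nM final; schedule: pre-incubation 12 min, peptide binding 1 h, room temperature; detection: flow cytometry, FL1 (488/535 nm); read-out: inhibition as reduced fluorescein signal on beads, percent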
PKA-R1A activ: activators of PKA-R1A holoenzyme, primary screen, biochemical, fluorescence polarization, Cy5-IP20, bovine R1A, mouse PKAc; activation, % at 11.4 µM; cAMP-dependent protein kinase type I-alpha regulatory subunit (Bos taurus) + …; hit rate 0.083% among 340,000; PKA-R1A dissociation; scaled: DMSO 0%, 113 µM cGMP 100%; AID 504707, 2011;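 active = percent activation above the mean of all tested compounds plus 3 SD, cut at about 19% in these data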;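 also: higher means more PKAc released from R1A so a rise in polarization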
Tat export inh: E. coli Tat export inhibitors, primary screen, MC4100, TorA-mCherry reporter, fluorescence, single point. inhibition, % at 10 µM. hit rate 0.036% among 340,000. AID 488895, 2010;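 active = mean replicate inhibition at least 50% and at least half of replicates individually reaching 50%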;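 also: exported cargo escapes ClpAP degradation while cytoplasmic cargo is degraded and loses fluorescence; 0% = median of neutral control wells and 100% = median of NaSCN control wells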
MOR-DOR ag: agonists of OPRM1-OPRD1 heterodimerization, primary screen, cell-based, luminescence | Mu-type opioid receptor (Homo sapiens) + Delta-type opioid receptor (Homo sapiens), … | AID 504326, 2011 | activation, % at 9.3 µM | cells | hit rate 0.3% among 340,000; in the data active = activation above about 18%;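 also: 0% = vehicle-treated cells and 100% = reference agonist; values of inactives mirror those of a sister screen read the other way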
Target sequence (P35372 whole entry, looked up): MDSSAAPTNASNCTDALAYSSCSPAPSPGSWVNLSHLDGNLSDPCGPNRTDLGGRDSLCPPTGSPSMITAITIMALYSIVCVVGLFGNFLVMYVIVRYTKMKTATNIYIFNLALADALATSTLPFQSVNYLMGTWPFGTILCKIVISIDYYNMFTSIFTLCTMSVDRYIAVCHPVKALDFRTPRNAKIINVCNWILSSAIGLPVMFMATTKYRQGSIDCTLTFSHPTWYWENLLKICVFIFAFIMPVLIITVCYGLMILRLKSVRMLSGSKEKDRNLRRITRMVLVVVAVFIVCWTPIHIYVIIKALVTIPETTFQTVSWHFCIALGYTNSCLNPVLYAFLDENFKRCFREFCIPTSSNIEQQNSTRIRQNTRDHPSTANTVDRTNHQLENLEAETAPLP
Target sequence (P41143 whole entry, looked up): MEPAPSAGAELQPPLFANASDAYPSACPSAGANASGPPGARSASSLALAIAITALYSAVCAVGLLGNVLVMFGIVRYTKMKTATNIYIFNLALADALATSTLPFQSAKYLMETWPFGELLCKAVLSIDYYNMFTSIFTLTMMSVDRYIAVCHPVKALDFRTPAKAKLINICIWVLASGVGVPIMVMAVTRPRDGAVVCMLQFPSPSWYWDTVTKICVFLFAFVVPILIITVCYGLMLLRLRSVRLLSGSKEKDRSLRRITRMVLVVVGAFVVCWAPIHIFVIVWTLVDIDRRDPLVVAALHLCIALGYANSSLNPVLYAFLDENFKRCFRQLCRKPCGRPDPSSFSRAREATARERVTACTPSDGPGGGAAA
AddAB inh: growth inhibition of E. coli expressing H. pylori AddAB, primary screen, AddAB inhibitor project, absorbance; AID 435030, 2010; hit rate 0.29% among 330,000; inhibition, % at 11.9 µM; in the data active = inhibition above about 12%;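 also: 0% = vehicle wells of infected cells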
PfHsp90 yeast 2: growth inhibition of PfHsp90-expressing yeast, primary screen, antimalarial PfHsp90 inhibitor project, S. cerevisiae, BacTiter-Glo luminescence, single point, set 2. BacTiter-Glo ATP, 48 h; yeast lacking PDR1 and PDR3 efflux regulators. inhibition, % at 9.4 µM. hit rate 0.32% among 310,000. AID 504621, 2011;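 active = every replicate shows inhibition above about 80%, whatever the replicate mean, limit read from the data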;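 also: 0% = DMSO neutral controls and 100% = 20 µM radicicol positive controls; yeast relying on Plasmodium falciparum Hsp90 in place of its own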
Pemphigus Ab inh: inhibitors of pemphigus antibody binding to DSG3, primary screen, biochemical, bead-based, flow cytometry, scFv-GFP. hit rate 0.48% among 310,000. Desmoglein-3 (Homo sapiens), P32926. binding (percent of control), % at 10 µM. DSG3-coupled beads, scFv-anti-DSG3-GFP binding; hits give low values;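 active = binding more than 3 SD below its plate's average and above zero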;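 also: hits lower antibody fragment binding to DSG3; some compounds called inactive have numbers as strong as hits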
E coli growth: E. coli V3065 growth inhibition, primary screen, counter-screen for AddAB inhibitor project, absorbance, OD600; 18 h; inhibition, % at 11.9 µM; hit rate 0.27% among 330,000;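 active = inhibition above the campaign's mean inhibition across all tested compounds plus 3 SD, cut at about 9.9% in these data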;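 also: uninfected addAB+ strain grown without phage in ampicillin broth; 0% = DMSO wells and 100% = ciprofloxacin 0.95 µg/ml wells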
MOR-DOR inv ag: inverse agonists of MOR-DOR heterodimerization, primary screen, cell-based, luminescence; hit rate 0.21% among 340,000; Mu-type opioid receptor (Homo sapiens) + Delta-type opioid receptor (Homo sapiens), …; inhibition, % at 9.3 µM; cell-based MOR-DOR heterodimer luminescence, inverse agonism; in the data active = inhibition above about 22%, passing the limit was not always enough;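 also: 0% = cells with DMSO and 100% = wells without cells with DMSO; values of inactives mirror those of a sister screen read the other way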
SUMO Mot1 rescue: yeast Mot1-301 growth rescue at high temperature, primary screen, SUMOylation pathway inhibitor project, S. cerevisiae, ATP luminescence, 38.5C. S. cerevisiae Mot1-301 growth rescue; percent above DMSO median, 100 means doubled. growth rescue, % at 18.8 µM. hit rate 1% among 320,000;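 active = every valid replicate shows activation above 250% relative to neutral control wells; inactive = the rest, any valid replicate at or below 250%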;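 also: OY570 slx delta 5 strain wells were the positive control but not used for scaling; some compounds called inactive have numbers as strong as hits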
Numbers without * were called inactive; i = inactive; / = not tested or not shown.

SMILES	phage Ecoli inh	Arrestin-AP2 inh	PKA-R1A activ	Tat export inh	MOR-DOR ag	AddAB inh	PfHsp90 yeast 2	Pemphigus Ab inh	E coli growth	MOR-DOR inv ag	SUMO Mot1 rescue
Cc1cc(C)c2nc(N(CCN(C)C)C(=O)/C=C/c3cccs3)sc2c1	-0.1	6	-9	3	1.5	5.3	5	115	-0.1	-8	44
Cc1ccc(NC2=NCCCCC2)cc1C	2.3	30	13	5	0.3	0.5	/	107	0.8	-2	0
Cc1ccc(NC(=O)C(C)OC(=O)Cn2cnc3ccccc3c2=O)cc1 (centres undefined)	-0.9	7	9	-6	-2.1	-0.2	6	/	-0.3	11	-11
CCOC(=O)C1CCN(S(=O)(=O)c2ccc3[nH]c(=O)oc3c2)CC1	-0.2	17	-7	-1	-1.6	0.1	-1	103	-2.0	8	-2
COc1ccc(Br)c(C(=O)N2CCN(S(=O)(=O)c3cccs3)CC2)c1	3.7	28	-4	-20	-0.7	4.1	-52	99	0.7	4	97
CC(C)c1ccc(NC(=O)C(c2ccc3c(c2)OCO3)N2CCCCC2)cc1 (centres undefined)	1.6	-5	4	3	11	1.2	7	103	1.2	-65	-12
Cc1c(-c2ccccc2)[n+](=O)c2c(n1[O-])CCC2	2.7	1	-3	3	-1.1	1.0	-19	93	1.4	7	-9
CCCCC(=O)Nc1nn(CCC)c2nc3ccccc3cc12	0.5	-11	-13	-4	-0.5	1.7	3	97	0.0	2	8
CCCCOc1ncnc2c1[nH]c1ccccc12	2.7	27	-10	2	1.6	3.8	6	98	1.4	-9	4
Cc1cc(C(=O)NCCCN2CCN(c3cc(Cl)ccc3C)CC2)n(-c2ccccc2)n1	2.8	0	-6	2	-0.6	-5.3	-33	111	-0.3	3	-9
Cc1ccc(NC(=O)CCNC(=O)c2ccco2)cc1	1.3	/	-11	-16	-2.6	15*	8	94	5.3	13	-8
CCN1CCCC1CNC(=O)C(=O)NCc1ccccc1 (centres undefined)	1.1	17	-10	3	-0.2	3.8	/	115	0.7	1	2
c1cc[n+](CCC[n+]2ccccc2)cc1	0.6	-34	-1	5	-3.9	0.4	-21	94	2.1	17	-20
CN(C(=O)COc1cccc(Br)c1)C1CCS(=O)(=O)C1 (centres undefined)	-1.6	-9	-4	8	-1.1	0.6	-8	100	-1.8	6	-14
CCOC(=O)C1=C(C)NC(=O)CC1c1ccccc1 (centres undefined)	0.6	7	-7	4	-2.3	-0.2	7	103	-2.9	13	-7
O=C(Nc1ccc2c(c1)OCCO2)C1CCN(S(=O)(=O)c2ccc(Br)s2)CC1	/	-6	4	8	0.2	2.6	6	/	0.7	-1	13
C=CCN1CCN(C(CCC)c2nnnn2Cc2ccco2)CC1 (centres undefined)	3.2	21	-1	-3	0.4	0.0	-2	96	1.8	-2	-20
Cc1nonc1C(=O)N1CCCC(N2CCN(c3ccc(F)cc3)CC2)C1 (centres undefined)	2.5	22	2	-1	-1.1	/	4	103	/	6	-3
COc1cc(NC(=O)COc2ccc(Cl)cc2)ccc1NC(=O)C(C)C	/	19	-7	-1	0.9	-2.2	5	98	0.2	-5	6
Cc1cc(OC(=O)c2ccc(S(=O)(=O)N3CCCCC3)cc2)c([N+](=O)[O-])c(=O)[nH]1	3.4	-15	6	-2	-1.2	1.7	-9	96	-0.3	9	21
CN(C(=O)CSc1ccc2c(c1)OCCO2)c1ccccc1	2.5	-5	-6	5	-3.7	0.0	-7	100	-2.4	14	8
COc1cc2c(cc1OC)C(=O)CCS2	0.1	75*	2	-8	-1.0	-0.3	-10	101	-0.5	6	-20
O=C(Nc1cccc(Cl)c1)C1=CC=CN2CCS(=O)(=O)N=C12	1.2	-13	13	8	-3.3	-0.2	-12	130	-3.4	17	-9
Oc1ccc(/C=N/N=C(c2ccccc2)c2ccccc2)c(O)c1O	14*	34	-1	1	10	6.2	4	52	5.1	-51	5
CN(C)S(=O)(=O)c1cccc(NC(=O)c2ccc(S(=O)(=O)N3CCCCC3)cc2)c1	2.4	-9	5	1	0.8	-0.8	11	103	-2.7	-5	-17
Next compounds follow.
SMILES	phage Ecoli inh	Arrestin-AP2 inh	PKA-R1A activ	Tat export inh	MOR-DOR ag	AddAB inh	PfHsp90 yeast 2	Pemphigus Ab inh	E coli growth	MOR-DOR inv ag	SUMO Mot1 rescue
CCOC(=O)Nc1cccc(OCC(=O)Nc2ccc3c(c2)CCC3)c1	3.2	12	-1	-2	2.4	2.4	/	/	3.1	-9	23
Cc1oc2ccc(OC(=O)COc3c(F)c(F)c(F)c(F)c3F)cc2c1C(=O)OC(C)C	3.5	-3	-15	-1	-1.8	-1.6	-4	97	-0.2	13	31
COc1cc2c(cc1NC(=O)COC(=O)c1ccc(C(C)(C)C)cc1)oc1ccccc12	4.7	-1	2	-8	-0.3	2.4	-24	89	-1.5	2	10
CC(C)c1cc(C(=O)O)c2ccccc2n1	0.2	-7	6	1	-1.1	2.2	4	82	-0.3	6	8
CCOC(=O)C1=C(C)Nc2ncnn2C1c1c[nH]c2ccccc12 (centres undefined)	2.7	32	4	3	-1.2	0.5	1	102	-1.5	7	-5
CCOC(=O)N1CCC(NC2CCCCCCC2)CC1	1.2	-5	-1	5	-2.7	-0.6	-6	98	-1.3	13	-18
CCOC(=O)C1C(c2ccc(O)cc2)NC(=O)NC1(O)C(F)(F)F (centres undefined)	4.4	-3	3	-1	-4.1	2.1	-9	107	1.6	20	12
CCOc1ccc(N2C(=O)C3C(c4ccccc4)=NN(c4ccccc4)C3C2=O)cc1 (centres undefined)	2.7	-2	-4	4	-3.1	-0.7	11	111	2.0	16	14
CCC(CC)NC(=O)COc1ccc(OC)cc1C=O	7.2	-1	-5	11	-0.6	1.6	7	99	0.8	3	146
O=C1C(C=NC2CC2)=C(O)c2ccccc21	1.9	3	2	0	-0.6	-0.5	-10	106	-1.7	3	5
CN(C(=O)c1ccccc1C(=O)OCC(=O)NCc1cccs1)C1CCCCC1	2.2	31	-5	4	-1.4	1.3	12	/	-1.8	7	12
CCCCCn1c(CN(C)Cc2ccccc2)nc2c1c(=O)n(C)c(=O)n2C	2.8	12	-5	10	3.9	/	41	99	/	-19	/
CCN(CC)c1ccc(C(NC(C)=O)NC(C)=O)cc1	0.2	-7	-7	0	-1.3	1.7	-10	95	-0.2	6	83
CC(C)Cn1c(SCC(=O)NCc2ccc(Cl)cc2)nnc1-c1cccc(S(=O)(=O)N2CCOCC2)c1	2.5	0	-13	14	-1.5	-1.2	/	105	-0.9	8	-9
CCc1ccc2c(COn3nnc4ccc(S(=O)(=O)N(C)C)cc43)cc(=O)oc2c1	2.6	0	5	10	-2.0	3.5	-7	103	-1.6	12	144
CCOc1ccc(/C=N/NC(=O)c2nnn(-c3nonc3N)c2CN2CCC(C)CC2)cc1	-1.9	18	-6	4	1.9	-1.5	-3	93	1.5	-11	-20
CCOC(=O)Cc1cc(=O)n2[nH]cc(-c3ccc(Cl)cc3)c2n1	0.9	18	3	-9	-1.4	-5.9	11	101	-4.3	7	-1
COc1ccc(OC)c(-c2csc(N(Cc3ccco3)C(=O)c3cccs3)n2)c1	1.6	-1	6	-1	0.2	-1.3	-24	/	0.7	-1	19
COc1ccc(CN(Cc2cccn2C)S(=O)(=O)c2cccc(C(F)(F)F)c2)cc1	1.4	4	/	6	/	-0.3	-19	100	0.3	/	-1
Cc1cc(NC(=O)CSCC(=O)Nc2ccccc2OC(F)F)no1	0.5	-13	-16	3	-4.2	0.2	-7	102	-0.2	22	1
CC(C)CNC(=O)CSc1nnc(CN2CCCCCC2=O)n1-c1ccccn1	-1.4	6	-1	-3	0.5	0.3	4	102	-0.9	-3	-6
Cn1c(CNC(=O)CNC(=O)Cc2ccc(Cl)cc2)cc(=O)n(C)c1=O	2.2	4	-7	2	-3.2	0.7	-18	104	-3.3	16	-2
CCOC(=O)C1CCN(C(=O)c2ccc(Cl)c(NC3=NC4CS(=O)(=O)CC4S3)c2)CC1 (centres undefined)	3.8	-11	-4	3	-0.6	1.5	0	112	-0.1	4	2
O=C(Nc1ccccc1)Nc1ccccc1C(=O)NCc1ccccc1	3.2	9	3	-2	-0.5	-0.1	5	/	2.3	3	-3
Cn1c(SCC(=O)NCc2cccs2)nnc1-c1cccs1	1.9	29	-6	-3	-4.6	1.6	-9	100	2.0	24	-37
Following part
SMILES	phage Ecoli inh	Arrestin-AP2 inh	PKA-R1A activ	Tat export inh	MOR-DOR ag	AddAB inh	PfHsp90 yeast 2	Pemphigus Ab inh	E coli growth	MOR-DOR inv ag	SUMO Mot1 rescue
N/C(=N\OC(=O)c1ccc(=O)n(Cc2ccccc2)c1)c1ccccn1	4.3	3	10	-4	2.4	0.3	-8	103	2.3	-13	9
O=c1ccc(-c2ccc(S(=O)(=O)Nc3ccc(F)cc3)s2)n[nH]1	2.0	27	-8	-5	0.3	3.2	-3	/	-1.4	-1	0
Cc1ccc(C)c(OCCC(=O)OC(C)C(=O)Nc2c(C)n(C)n(-c3ccccc3)c2=O)c1 (centres undefined)	3.8	-1	15	-6	-0.5	2.7	33	100	0.4	3	-13
CN(C(=O)CSc1nnc(COc2ccccc2F)n1N)C1CCCCC1	2.7	-6	-6	-3	0.1	-1.7	-22	108	-0.3	0	89
O=C(O)C1=C[C@@H](c2ccccc2)C[C@@H](OCc2ccc(CO)cc2)O1	3.9	1	0	-18	0.8	-0.1	5	100	0.7	-4	165
CCOC(=O)c1[nH]c2ccc(OC)cc2c1NC(=O)CCN1CCc2ccccc2C1	1.2	-13	-6	-1	-2.9	1.1	3	/	-2.6	12	i
Cc1ccc(NC(=O)CC2SCCNC2=O)cc1Cl (centres undefined)	3.0	3	0	-10	-2.2	1.0	-10	101	-1.6	12	19
CCCCCC(=O)Nc1ccc(-c2nnc3n2CCCCC3)cc1	1.0	-2	-3	7	-2.4	3.3	6	104	1.8	13	-16
Cc1cc(C(=O)NC(C)c2ccncc2)no1 (centres undefined)	/	-6	-4	6	-1.0	2.4	-24	106	0.7	5	-3
COc1ccccc1C(=O)NC(=O)Cn1nc(C)c([N+](=O)[O-])c1C	3.2	40	10	4	-2.3	0.9	-11	97	-0.3	12	0
CCOc1cc(/C=N/NC(=O)C(=O)NC)cc(Br)c1O	0.8	4	6	6	-3.0	0.5	/	110	1.4	16	23
